Source: PubChem BioAssay (several laboratories)
ANO1 block = TMEM16A chloride channel inhibitors, primary screen, cell-based, HTS | normalized B-score (activity score, 25-100; higher = stronger inhibition) at 10 µM | HEK293 TMEM16A/YFP iodide influx fluorescence, ionomycin | hit rate 1.2% among 310,000;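 active = ratio plate-corrected score three or more library SD toward inhibition, starting fluorescence score within five deviations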;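 also: score derived from kinetic fluorescence span divided by baseline fluorescence per well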
MrgX1 PAM = positive allosteric modulators of MrgX1, primary screen, HEK293 cells, Fluo-4 calcium flux | Mas-related G-protein coupled receptor member X1 (Homo sapiens), Q96LB2 | FDSS; active compounds read high | B-score at 10 µM | hit rate 0.63% among 310,000;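 active = plate-corrected calcium response at least 3 library SD above typical, normal starting fluorescence, not activating the receptor alone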;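 also: compound read alongside a low EC10 to EC30 dose of BAM8-22 agonist; peak minus trough fluorescence over baseline measured at the second addition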
Target sequence (Q96LB2 whole entry, looked up): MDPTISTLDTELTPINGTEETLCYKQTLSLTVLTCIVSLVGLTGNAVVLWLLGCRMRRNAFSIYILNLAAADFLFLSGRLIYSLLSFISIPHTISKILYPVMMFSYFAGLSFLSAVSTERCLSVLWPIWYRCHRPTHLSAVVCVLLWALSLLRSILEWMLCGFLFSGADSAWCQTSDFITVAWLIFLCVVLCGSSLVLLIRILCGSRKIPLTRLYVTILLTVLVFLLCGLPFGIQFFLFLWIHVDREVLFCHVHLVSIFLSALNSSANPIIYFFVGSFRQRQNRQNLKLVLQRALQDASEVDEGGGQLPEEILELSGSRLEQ
SKKanGAS inh = S. pyogenes SKKanGAS growth inhibitors in kanamycin, primary screen, streptokinase expression inhibitor project, SKKanGAS strain, BacTiter-Glo luminescence | 6 h | inhibition, % at 7.5 µM | hit rate 1.3% among 300,000 | AID 1662, 2009;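 active = mean replicate score, as percent of positive control median, at least 50; inconclusive = mean below 50 but one replicate at or above 50; inactive = mean and every replicate below 50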;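 also: strain carries kanamycin resistance gene driven by streptokinase promoter and grows in 40 µg/ml kanamycin; loss of luminescence reflects streptokinase promoter inhibition or plain growth inhibition; 0% = median of DMSO wells and 100% = positive control at its reference dose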
TRPC6 activator = mouse TRPC6 channel activators, primary screen, cell-based, HEK293, membrane potential dye. hit rate 0.13% among 310,000. Short transient receptor potential channel 6 (Mus musculus), Q61143. B-score at 10 µM. HEK293-TRPC6 membrane potential dye fluorescence; active compounds read high;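 active = B-score of the integrated fluorescence ratio above library mean plus 3 SD, and starting fluorescence ratio within library mean plus 5 SD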;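 also: higher score means more depolarization so channel activation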
RGS4 act = RGS4 potentiators or activators, primary screen, cell-based, HEK293 M3R inducible RGS4, calcium flux. carbachol calcium flux Fluo4; active compounds read low. B-score at 10 µM. hit rate 0.92% among 310,000;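 active = B-score of the integrated calcium signal more than 4 SD below the library mean, with starting fluorescence not abnormally high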;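 also: negative B-score means reduced calcium response which marks RGS4 activation or potentiation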
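Assay system: HEK293 FlpIn-TREx cells, stable M3R, doxycycline-inducible RGS4 / Probe or stimulus: carbachol, ECmax concentration / Times: overnight RGS4 induction, 30 min dye load 37 °C, 20 min compound RT / Signal: kinetic calcium fluorescence imaging with Fluo4-AM dye, 2 µM / Measure: Agonist-evoked peak-minus-minimum fluorescence over baseline, integrated ratio, B score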
RGS4 inh = RGS4 inhibitors, primary screen, cell-based, HEK293 M3R inducible RGS4, calcium flux; B-score at 10 µM; Fluo-4 calcium flux; active compounds read high; triggered by carbachol at its EC20; hit rate 0.45% among 310,000;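 active = B-score, a plate-corrected calcium signal, over three deviations above library mean, with baseline fluorescence within five deviations of library mean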;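 also: RGS4 expression induced by doxycycline in cells with stable M3 receptor; B-score is computed from the integrated fluorescence ratio over baseline after carbachol; higher B-score means a larger calcium signal and so more RGS4 inhibition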
Target sequence (P49798 whole entry, looked up): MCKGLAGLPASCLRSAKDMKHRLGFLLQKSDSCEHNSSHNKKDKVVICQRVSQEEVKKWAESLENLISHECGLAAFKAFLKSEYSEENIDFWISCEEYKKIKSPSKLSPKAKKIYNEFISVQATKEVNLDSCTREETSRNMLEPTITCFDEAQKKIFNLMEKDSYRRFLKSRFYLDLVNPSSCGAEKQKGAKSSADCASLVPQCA
HDAC3 inh = HDAC3 deacetylase inhibitors, primary screen, biochemical, fluorescence, cell-free homogeneous. Histone deacetylase 3 (Homo sapiens), O15379. recombinant HDAC3, fluorogenic peptide/trypsin coupled. inhibition, % at 8.3 µM. hit rate 0.15% among 320,000. AID 2718, 2010; in the data active = inhibition above about 26%, passing the limit was not always enough; inconclusive = no clear call, values can overlap the other calls
Target sequence (O15379 whole entry, looked up): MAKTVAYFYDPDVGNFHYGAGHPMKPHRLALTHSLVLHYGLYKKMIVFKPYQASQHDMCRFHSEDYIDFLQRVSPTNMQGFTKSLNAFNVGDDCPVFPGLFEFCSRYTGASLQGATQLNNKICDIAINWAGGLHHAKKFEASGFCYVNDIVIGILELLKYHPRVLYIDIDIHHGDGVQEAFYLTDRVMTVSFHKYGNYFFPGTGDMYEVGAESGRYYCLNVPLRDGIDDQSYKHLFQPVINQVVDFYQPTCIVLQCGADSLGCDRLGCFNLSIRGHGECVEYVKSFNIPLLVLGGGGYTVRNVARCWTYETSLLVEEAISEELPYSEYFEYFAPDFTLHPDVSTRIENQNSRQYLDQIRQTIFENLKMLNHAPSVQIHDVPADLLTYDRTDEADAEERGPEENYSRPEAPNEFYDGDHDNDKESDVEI
MrgX1 ag = agonists of human MrgX1 receptor, primary screen, HEK293 cells, Fluo-4 calcium flux; Mas-related G-protein coupled receptor member X1 (Homo sapiens), Q96LB2; Fluo-4 calcium fluorescence, agonist mode; active compounds read high; B-score at 10 µM; hit rate 0.44% among 310,000;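 active = calcium response B-score plate-corrected fluorescence ratio at least 3 library SD, with starting fluorescence B-score inside 5 SD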
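Material: MrgX1-expressing HEK293 cells / Dosing: compound as first of three additions / Incubation: overnight seeding, then 1 h dark dye loading / Signal: Fluo-4 NW calcium fluorescence / Evaluation: B-scored fluorescence response ratio / Benchmarks: positive and negative control wells on each plate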
TRPC6 inh = mouse TRPC6 channel inhibitors, primary screen, cell-based, HEK293, membrane potential dye; B-score at 10 µM; ACh-evoked depolarization; active compounds read low; hit rate 1.1% among 310,000;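 active = B-score under library mean minus 3 SD, initial fluorescence not abnormally high, positive integrated signal ratio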;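 also: B-score derived from integrated fluorescence ratio over the kinetic read; more negative B-score means stronger inhibition of depolarization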
ANO1 activ = TMEM16A chloride channel activators or potentiators, primary screen, cell-based, HTS | hit rate 0.3% among 340,000 | HEK293 TMEM16A/YFP-H148Q/I152L, iodide quench fluorescence; active compounds read low | B-score at 10 µM | AID 623877, 2012;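 active = fluorescence-ratio B-score plate-corrected deviation score at least 3 library SD below zero, with starting fluorescence score within 5 deviations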;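 also: channel opened by trigger with iodide after compound preincubation; score built on the fluorescence ratio of max minus min over baseline; more negative score means more quench and so TMEM16A activation or potentiation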
MrgX1 antagonist = antagonists of human MrgX1 receptor, primary screen, HEK293 cells, Fluo-4 calcium flux. Mas-related G-protein coupled receptor member X1 (Homo sapiens), Q96LB2. BAM8-22 antagonism; active compounds read low. B-score at 10 µM. hit rate 1.3% among 310,000. AID 588676, 2011;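 active = calcium-response B-score plate-corrected more than 3 library SD below zero, starting fluorescence within 5 deviations, no agonist response on first addition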;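 also: peak minus trough fluorescence over baseline after final BAM8-22 challenge near maximal dose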
Numbers without * were called inactive; i = inactive; ? = inconclusive; . = not tested or not shown. Compounds as they come; about 6.7% have a hit in one of these screens.

SMILES	ANO1 block	MrgX1 PAM	SKKanGAS inh	TRPC6 activator	RGS4 act	RGS4 inh	HDAC3 inh	MrgX1 ag	TRPC6 inh	ANO1 activ	MrgX1 antagonist
CCN(CC(=O)Nc1c(F)cccc1F)C(=O)C1CC(=O)N(c2ccccc2OC)C1 (stereo not drawn)	i	i	-8	i	i	i	-1	i	i	i	i
O=c1nc(/C=C/c2ccccc2C(F)(F)F)cc(C(F)(F)F)[nH]1	i	i	1	i	i	i	-4	i	i	i	i
CCOC(=O)NC1(C(F)(F)F)NC(=O)N(c2ccc(F)cc2)C1=O (stereo not drawn)	i	i	-7	i	i	i	-2	i	i	i	i
CC(C)(C)C(=O)NC1(C(F)(F)F)NC(=O)N(c2ccccc2F)C1=O (stereo not drawn)	i	i	4	i	i	i	0	i	i	i	i
CCN(CC)Cc1c(O)ccc2c(=O)c(-c3ccc(Cl)cc3)coc12	i	i	-4	i	i	i	-16	i	i	i	i
COC(=O)c1c(-c2ccsc2)oc2ccc(-c3cc(OC)c(OC)c(OC)c3)cc12	i	i	12	i	i	i	-5	i	i	i	i
Cn1cccc1C(=O)OCC(=O)Nc1cc(C(C)(C)C)nn1-c1ccccc1	i	i	-2	i	i	i	6	i	i	i	i
CCN(CC(=O)Nc1ccc(NC(C)=O)cc1)CC(=O)Nc1ccc(F)c(Cl)c1	i	i	-9	i	i	i	3	i	i	i	i
N#CC(C#N)=C1C=CC=CN1/C(=C\c1ccccc1)C(=O)c1cccs1	i	i	0	i	i	i	4	i	i	i	i
O=c1c(Cc2c(F)cccc2Cl)c(O)ccn1CC1CCCO1 (stereo not drawn)	i	i	7	i	i	i	1	i	i	i	i
COc1ccc(Cl)cc1C(=O)NNC(=O)COC(=O)CCN=C1NS(=O)(=O)c2ccccc21	i	i	-3	i	i	i	4	i	i	i	i
CCCCNC(=O)Nc1ccc(Br)cn1	i	i	3	i	i	i	2	i	i	i	i
CCCC(c1nnnn1Cc1ccc(F)cc1)N1CCN(C2CCCCC2)CC1 (stereo not drawn)	i	i	-1	i	i	i	2	i	i	i	i
COc1ccc(S(=O)(=O)N(CC(N)=O)C2CCCCC2)cc1Cl	i	i	-2	i	i	i	-8	i	i	i	i
CC(=O)N1CSCC1C(=O)NNS(=O)(=O)c1ccccc1 (stereo not drawn)	i	i	16	i	i	i	4	i	i	i	i
O=C(CNC(=O)c1ccc(Br)o1)NNC(=O)c1ccccc1F	i	i	1	i	i	i	.	i	i	i	i
COc1cc(/C=C2\SC(=Nc3ccc(N4CCOCC4)cc3)N(C)C2=O)ccc1OC(C)C(=O)O (stereo not drawn)	i	i	12	i	i	6.1*	-1	i	i	i	i
CCN1CCN(c2c(C(=O)c3ccc(OC)cc3)cnc3ccccc23)CC1	i	i	-1	i	i	i	3	i	i	i	i
Cc1ccc(/C=C2\SC(=S)N(CCC(=O)NNC(=O)c3ccccc3O)C2=O)cc1	i	i	?	i	i	i	5	i	i	i	i
O=C(NNS(=O)(=O)c1ccc(Br)cc1)c1ccncc1	i	i	4	i	i	i	1	i	i	i	i
O=C(N/N=C1\CCc2ccccc21)c1ccccc1O	i	i	11	i	i	i	5	i	i	i	i
Cc1nn(-c2ccccc2)c(Cl)c1/C=N/NC(=O)c1ccco1	i	i	1	i	i	i	3	i	i	i	i
Clc1cccc(-c2nc(NCCCN3CCOCC3)c3ccccc3n2)c1	i	i	14	i	i	i	10	i	i	i	i
CC(=O)c1ccc(OCC(O)COc2ccc(C(C)=O)cc2)cc1	i	i	-8	i	i	i	-4	i	i	i	i
O=C(NNC1CC(=O)N(c2ccccc2)C1=O)c1cccnc1 (stereo not drawn)	i	i	-6	i	i	i	3	i	i	i	i
COc1ccc(CN2CCN(S(=O)(=O)c3ccc(NC(C)=O)cc3)CC2)cc1OC	i	i	-11	i	i	i	6	i	i	i	i
O=C(Nc1cccc(F)c1)Nc1ccnn1C1CCN(C(=O)CCN2CCCO2)CC1	i	i	-3	i	i	i	0	i	i	i	i
CCOC(=O)c1[nH]cnc1C(=O)Nc1ccc(F)cc1	i	i	5	i	i	i	4	i	i	i	i
COc1ccccc1CCC(=O)OCC(=O)NC1CC1	i	i	-1	i	i	i	1	i	i	i	i
NC(=O)C1CCN(c2ccc(C(F)(F)F)cn2)CC1	i	i	-1	i	i	i	-3	i	i	i	i
Cc1ccc(C(=O)Nc2ccc3c(c2)OCO3)cc1Cl	i	i	2	i	i	i	0	i	i	i	i
CCOC(=O)C1(Cc2ccc(OC)cc2)CCN(C(=O)c2cccc3nccnc23)CC1	i	i	-35	i	i	i	4	i	i	i	i
Cc1csc2ncc(C(=O)N3CCc4ccccc43)c(=O)n12	i	i	-1	i	i	i	6	i	i	i	i
CCC1(C)N(O)C(C)(C)C(c2ccc(F)cc2)=[N+]1[O-] (stereo not drawn)	i	i	4	i	i	i	0	i	i	i	i
CCn1cc(C(=O)N[C@H](C(=O)NCCO)C(C)C)c(=O)c2cc3c(cc21)OCO3	i	i	5	i	i	i	0	i	i	i	i
CC1=C(CC[C@@H](C)CO)OC2CC3C4CCC5CC(O)CCC5(C)C4CC(=O)C3(C)C12 (stereo partly drawn)	i	i	3	i	i	i	8	i	i	i	i
COc1cc(C2c3[nH]c4ccccc4c3C[C@@H]3C(=O)N(Cc4ccco4)CC(=O)N23)cc(OC)c1OC (stereo partly drawn)	i	i	4	i	i	i	2	i	i	i	i
COc1cc(C2/C(=C(\O)c3ccc4c(c3)OCCO4)C(=O)C(=O)N2Cc2ccccc2)ccc1O (stereo not drawn)	i	i	2	i	i	i	-1	i	i	i	i
O=C(CCCCl)NC(=S)Nc1cc(C(F)(F)F)ccc1N1CCOCC1	i	i	-21	i	i	i	18	i	i	i	i
Cn1c(CCN2CCN(c3ccccn3)CC2)nc2cc(NS(=O)(=O)c3ccccc3)ccc21	i	i	0	i	i	i	-1	i	i	i	i
CCN(CC)S(=O)(=O)c1cccc(NC(=O)CCNC(=O)c2ccc([N+](=O)[O-])cc2)c1	i	i	-2	i	i	i	-8	i	i	i	i
COc1ccc(CN2CCN(S(=O)(=O)c3ccc(C)cc3)CC2)cc1OC	i	i	2	i	i	i	1	i	i	i	i
Cc1ccccc1CN1CCCNC1=O	i	i	-13	i	i	i	?	i	i	i	i
Cn1c(=O)c(C(=O)CN2CCN(Cc3ccc4c(c3)OCO4)CC2)c(N)n(Cc2ccccc2)c1=O	i	i	-6	i	i	i	-9	i	i	i	i
Cc1ccc(C)c(OCc2nc3ccc(S(=O)(=O)Nc4c(C)n(C)n(-c5ccccc5)c4=O)cc3[nH]2)c1	i	i	-4	i	i	i	-5	i	i	i	i
CCOc1cc(C2NC(=O)N(C)C(C)=C2[N+](=O)[O-])ccc1OC(C)=O (stereo not drawn)	i	i	-13	i	i	i	3	i	i	i	i
CC(C)(C)c1[nH]ncc1[N+](=O)[O-]	i	i	-5	i	i	i	2	i	i	i	i
CCCCn1c(N)c(NCCC)c(=O)[nH]c1=O	i	i	-1	i	i	i	4	i	i	i	i
Cc1c(C(=O)NCC2CCCO2)sc2nc(-c3ccccc3)cn12 (stereo not drawn)	i	i	-7	i	i	i	0	i	i	i	i
CN(C)CCNc1oc(-c2ccccc2F)nc1C#N	i	i	3	i	i	i	-66	i	i	i	i
O=C(Nc1ccccc1C(=O)N1CCCC1)c1cccc(S(=O)(=O)N2CCCCC2)c1	i	i	-6	i	i	i	13	i	i	i	i
CC(=O)[C@@]1(O)C(C)CC2C3C=C(C)C4=Cc5c(cnn5-c5ccccc5)C[C@]4(C)C3C(O)C[C@@]21C (stereo partly drawn)	i	i	64*	i	i	i	.	i	-6.4*	i	i
CCN1C(=O)N[C@@H](c2ccc(Br)cc2)C(C(C)=O)=C1C	i	i	0	i	i	i	4	i	i	i	i
CCOC(=O)C1=C(C)NC(=O)NC1c1ccoc1 (stereo not drawn)	i	i	-1	i	i	i	7	i	i	i	i
O=S(=O)(c1ccc(F)cc1)n1ccc2cccnc21	i	i	1	i	i	i	8	i	i	i	i
COc1ccc(NC(=O)CCN2CCOCC2)c(OC)c1	i	i	-3	i	i	i	-4	i	i	i	i
Cc1cc(=O)[nH]c(SCC2(O)C3CC4CC(C3)CC2C4)n1 (stereo not drawn)	i	i	6	i	i	i	-8	i	i	i	i
CCOC(=O)CSc1nc2ccccc2c(=O)n1CC1COc2ccccc2O1 (stereo not drawn)	i	i	27	i	i	i	2	i	i	i	i
CCCCCOC(=O)C1[C@H]2C(=O)N(CCCOC)C[C@]23C=C[C@H]1O3 (stereo partly drawn)	i	i	-2	i	i	i	8	i	i	.	i
Cc1ccc(C)c(NC(=O)c2cc(C)nc3ccccc23)c1	i	i	-19	i	i	i	-6	i	i	i	i
Cn1c(Cc2csc(N)n2)nnc1SC/C=C/c1ccccc1	i	i	-25	i	i	i	-5	i	i	i	i

Entries above that bear a hit mark in RGS4 inh.
structure | TRPC6 activator | RGS4 inh | HDAC3 inh | ANO1 activ | MrgX1 antagonist
COc1cc(/C=C2\SC(=Nc3ccc(N4CCOCC4)cc3)N(C)C2=O)ccc1OC(C)C(=O)O (stereo not drawn) | i | 6.1* | -1 | i | i
